TexasRed fluor: Total Fluorescence Counterscreen for Inhibitors of the Interaction of Thyroid Hormone Receptor and Steroid Receptor Coregulator 2; 280,000 tested, 0.29% active; Potency, µM (titrated, usually from 106 µM), for inactives: top-dose fluorescence change, negative = quenching; TRb/SRC2 Texas Red total fluorescence interference; active means well fitted curve in either direction with a large enough effect; inconclusive means small, poorly fitted or top-dose-only effect
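Human TRβ ligand-binding domain (0.6 uM) and Texas Red SRC2 peptide (20 nM) in Tris buffer with 1 uM T3 and 5% DMSO were incubated with pinned compound for 5 hr at ambient temperature. Total fluorescence was computed as S + 2P (555/632 nm).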
GAA glycogen mod: qHTS Assay for Inhibitors and Activators of Human alpha-Glucosidase Cleavage of Glycogen. Lysosomal alpha-glucosidase (Homo sapiens), P10253. recombinant GAA, glycogen substrate, Amplex Red glucose oxidase fluorescence. Potency, µM (titrated, usually from 76.4 µM), for the others: top-dose activity change, negative = inhibition, actives largely listed as inhibitors. 300,000 tested, 0.38% active. AID 2100, 2009;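 further: 0% = full enzyme reaction and -100% = no-enzyme basal signal; the screen sought inhibitors and activators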
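Natural-substrate format: glycogen cleavage by 4 nM human enzyme, glucose read by Amplex Red coupling (Ex 573, Em 610 nm). Normalized to enzyme and no-enzyme controls.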
RECQ1 helicase: qHTS Assay for Inhibitors of RecQ-Like Dna Helicase 1 (RECQ1); 240,000 tested, 0.54% active; RECQ1 DNA unwinding, red fluorescence kinetic read; Potency, µM (top dose mostly 57.3 µM), for the others: top-dose activity, negative = inhibition, usual class: inhibitors; AID 2549, 2010; ATP-dependent DNA helicase Q1 (Homo sapiens), P46063;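 further: plate controls were vehicle for no effect and no enzyme for full effect; nearly all actives have a fitted effect of over 30% in size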
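50 nM RECQ1T1 preincubated 15 min with compound in Tris pH 8.0 buffer with MgCl2, DTT, Tween-20 and 2.5 ug/ml poly(dI-dC); started with 200 nM TAMRA/BHQ-2 forked duplex and 2 mM ATP. Unwinding read as fluorescence (525/598 nm), two reads 2 h apart.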
aGlu spleen mod: qHTS Assay for Inhibitors and Activators of Human alpha-Glucosidase From Spleen Homogenate. Lysosomal alpha-glucosidase (Homo sapiens), P10253. 240,000 tested, 0.006% active. AID 2112, 2009. Potency, µM (series often up to 79.9 µM), for the others: at the highest dose activity change, negative = inhibition, most hits filed as inhibitors. human spleen homogenate, 4-MU-alpha-glucoside fluorescence;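 further: 0% = enzyme with vehicle and -100% = no enzyme basal signal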
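Human spleen homogenate (1 ug) incubated with compounds and 1 mM 4-methylumbelliferyl-alpha-D-glucopyranoside in pH 5.0 citrate/phosphate buffer, 37 C, 40 min. Stopped at pH 10; 4-MU fluorescence (Ex 365/Em 440 nm); AC50 by Hill fit.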
GoLoco inh red: qHTS Assay for Inhibitors of RGS12 GoLoco Motif Activity (Red Fluorophore); Guanine nucleotide-binding protein G(i) subunit alpha-1 (Homo sapiens), P63096; Gai1:RGS12 GoLoco peptide FP, rhodamine, 10 min; Potency, µM (series often up to 61.6 µM), for the others: at the highest dose activity, negative = inhibition, usual class: inhibitors; 230,000 tested, 0.44% active; active means well fitted inhibition curve with a large enough effect, not every such curve was filed as active; inactive means no such curve, though single readings can be large or run the other way; further: nearly all actives have a fitted effect of over 30% in size; many of its hits are not listed in these tables
L3MBTL1 block: qHTS Assay for the Inhibitors of L3MBTL1 | Lethal(3)malignant brain tumor-like protein 1 (Homo sapiens), Q9Y468 | Potency, µM (titrated, usually from 57.1 µM), for the others: at the highest dose activity, negative = inhibition, usual class: inhibitors | AlphaScreen L3MBTL1–H3K9me1 peptide binding | 230,000 tested, 0.66% active; further: nearly all actives have a fitted effect of over 60% in size
Target sequence (Q9Y468 whole entry, looked up): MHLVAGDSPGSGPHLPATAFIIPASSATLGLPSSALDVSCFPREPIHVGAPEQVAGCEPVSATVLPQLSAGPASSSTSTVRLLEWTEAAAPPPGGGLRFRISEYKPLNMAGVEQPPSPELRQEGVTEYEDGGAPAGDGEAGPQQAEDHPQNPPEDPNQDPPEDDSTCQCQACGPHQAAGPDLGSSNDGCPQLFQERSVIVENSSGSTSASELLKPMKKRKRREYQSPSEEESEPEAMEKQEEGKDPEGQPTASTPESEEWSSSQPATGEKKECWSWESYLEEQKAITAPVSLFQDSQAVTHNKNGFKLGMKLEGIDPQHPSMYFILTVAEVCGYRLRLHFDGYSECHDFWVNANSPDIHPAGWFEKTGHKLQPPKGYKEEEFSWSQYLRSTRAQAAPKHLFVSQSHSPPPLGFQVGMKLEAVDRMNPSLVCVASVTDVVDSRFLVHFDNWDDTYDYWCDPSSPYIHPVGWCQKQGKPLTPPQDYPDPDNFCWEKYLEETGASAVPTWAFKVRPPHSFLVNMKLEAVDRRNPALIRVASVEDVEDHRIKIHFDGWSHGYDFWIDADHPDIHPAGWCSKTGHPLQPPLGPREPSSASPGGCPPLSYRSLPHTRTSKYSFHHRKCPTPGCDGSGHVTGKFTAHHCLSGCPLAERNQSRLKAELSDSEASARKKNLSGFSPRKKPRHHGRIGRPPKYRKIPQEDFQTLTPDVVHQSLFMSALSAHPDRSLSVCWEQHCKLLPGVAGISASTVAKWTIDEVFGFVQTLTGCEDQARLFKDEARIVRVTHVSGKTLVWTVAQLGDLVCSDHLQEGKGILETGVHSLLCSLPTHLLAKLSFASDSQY
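Displacement of a biotinylated histone H3(1-15) peptide monomethylated at Lys9 (75 nM) from L3MBTL1 (50 nM) was measured by AlphaScreen after a 30 min room-temperature compound incubation; cefsulodin titration served as intraplate control.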
TRb-SRC2 inh: qHTS for Inhibitors of the Interaction of Thyroid Hormone Receptor and Steroid Receptor Coregulator 2; 280,000 tested, 0.065% active; TRbeta-SRC2 peptide binding, fluorescence polarization; receptor liganded with 1 µM T3; Potency, µM (doses to about 106 µM), without a hit: top-dose activity change, negative = inhibition, actives largely listed as inhibitors; AID 1469, 2008;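 further: plate controls were bound peptide for no effect and peptide without receptor for full effect; nearly all actives have a fitted effect of over 50% in size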
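Quantitative HTS by FP: 0.6 uM TRb LBD, 20 nM labeled SRC2 20-mer, 1 uM T3, 5% DMSO; 5 hr ambient incubation; % activity per concentration and potencies from concentration series.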
GAA inh: qHTS Assay for Inhibitors of Human alpha-Glucosidase as a Potential Chaperone Treatment of Pompe Disease | Lysosomal alpha-glucosidase (Homo sapiens), P10253 | purified human GAA, 4-MU-alpha-glucoside fluorescence | Potency, µM (series often up to 76.9 µM), for inactives: at the top dose activity change, negative = inhibition, usual class: inhibitors | 200,000 tested, 0.005% active | AID 1466, 2008;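 further: plate controls were uninhibited enzyme wells for no effect and no-enzyme background for full effect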
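AC50 values come from Hill fits of compound titrations (up to 77 uM) against 4 nM human enzyme. Substrate 4-methylumbelliferyl-alpha-D-pyranoside at 400 uM, pH 5.0 citrate buffer, 20 min room temperature; fluorescence Ex 365/Em 440 after alkaline stop.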
The depositor's hits bear a star; i = inactive; u = inconclusive; x = no result given; [ ] = dose if it differs, or a comment. Unless noted, the call rests on the fitted dose curve; in most records, active means well fitted curve in the direction sought with a large enough effect; inconclusive means small, poorly fitted or top-dose-only effect, or another doubt; inactive means no such curve, though single readings can be large; an effect the other way counts as inactive or inconclusive. Unless noted, on the % scale 0 is the no-effect control and ±100 the full control effect; potency means the concentration at half of the fitted maximal effect. Some of the compounds tested; the hit share may differ from the screen's.

SMILES	TexasRed fluor	GAA glycogen mod	RECQ1 helicase	aGlu spleen mod	GoLoco inh red	L3MBTL1 block	TRb-SRC2 inh	GAA inh
COc1ccccc1N1CCN(C(=O)C(C)N(c2ccc(C)cc2)S(C)(=O)=O)CC1 (stereo not drawn)	-1%	-3%	-1%	-5%	-9%	x	5%	-1%
Cc1nc2c(c(=O)n1CCC(C)C)c1nc3ccccc3nc1n2Cc1ccc2c(c1)OCO2	-4%	-17%	-5%	-1%	-4%	-5%	-5%	-9%
COc1ccc(/C=C(/NC(=O)c2ccc([N+](=O)[O-])cc2)C(=O)NCCCN(C)C)cc1	-4%	u	i	-7%	-2%	7%	1%	3%
c1cncc(Cc2cc3ccccc3[nH]2)c1	-1%	2%	-4%	-6%	-6%	10%	-4%	-28%
COc1ccc(C(=O)O)cc1NS(=O)(=O)c1cccc2nsnc12	-8%	7%	-3%	-14%	-5%	-16%	2%	-7%
COP(=O)(OC)C(Nc1ccc([N+](=O)[O-])cc1)c1ccccc1 (stereo not drawn)	0%	4%	-2%	1%	2%	5%	10%	x
Cc1ccc(NC(=O)CSc2nnc(CNC(=O)C34CC5CC(CC(C5)C3)C4)n2-c2ccc(F)cc2)cc1	1%	10%	-3%	-21%	1%	3%	-11%	1%
CC(=O)c1cnc2ncnn2c1C	-1%	2%	-2%	-1%	-1%	2%	0%	-21%
Cc1ccc(Cn2nc3c(cc2=O)CCc2ccccc2-3)cc1	0%	3%	i	2%	4%	9%	-10%	1%
COc1ccc(/C=C/C(=O)c2cc(F)ccc2OC(=O)c2ccc(OC)c(OC)c2)cc1OC	-1%	5%	-1%	-1%	9%	-13%	2%	u
Cc1nc2ccccc2c2oc(C(=O)N3CCc4ccccc43)cc12	2%	6%	i	3%	7%	0%	6%	x
COc1ccc(NC(=O)N2CCN(c3nc(-c4cccc(OC)c4)cs3)CC2)cc1	-5%	-7%	-7%	-25%	9%	-2%	5%	u
CC(NC(=O)Nc1ccc(Cl)cc1)C(c1cccs1)N1CCOCC1 (stereo not drawn)	0%	-7%	i	-13%	4%	2%	-3%	-2%
Cn1c(N)c(C(=O)CSc2nnc(-c3ccccc3F)n2C2CC2)c(=O)n(C)c1=O	-1%	-2%	-3%	3%	4%	15%	-7%	2%
O=C(CNC(=O)c1ccccc1)OCc1cc(=O)n2cc(Br)ccc2n1	-2%	-1%	i	-2%	10%	-2%	2%	-6%
COCCNc1ccnc(-c2cccc(NS(C)(=O)=O)c2)n1	0%	x	-16%	2%	10%	x	-3%	x
COc1ccccc1N(C(=O)c1ccncc1)c1nc(-c2ccc([N+](=O)[O-])cc2)cs1	-3%	-1%	-2%	6%	21%	-22%	12%	u
O=C1OC(c2ccccc2)/C(=C(/O)c2ccc(Cl)cc2)C1=O (stereo not drawn)	0%	-12%	5%	2%	-69%	x	-8%	-4%
O=C(O)c1ccc(NC(=S)NC2CCCCC2)cc1	-4%	-5%	-11%	3%	4%	9%	6%	-8%
COc1ccc(Oc2nc(C)cc(C)c2C#N)cc1	0%	3%	-6%	-1%	15%	0%	0%	1%
Cc1oc(-c2ccc(Cl)cc2)nc1CS(=O)CC(=O)NCCN1CCCC1 (stereo not drawn)	-8%	u	-8%	-15%	9%	x	-1%	u
CCC(C)NC(=O)Cc1cn(C)c2ccccc12 (stereo not drawn)	-1%	9%	-7%	-1%	10%	x	-4%	-1%
CCNc1nc(NCC)nc(N/N=C/c2ccc([N+](=O)[O-])o2)n1	-5%	-5%	i	-2%	15%	x	3%	-3%
COc1ccc(C2=NO[C@@H]3C(=O)N(C4CCCCC4)C(=O)[C@H]23)cc1OC	2%	-5%	i	-2%	15%	x	-7%	u
COc1cccc(-c2nc(Cc3ccc(OC)c(OC)c3)no2)c1	-2%	5%	2%	0%	0%	11%	-13%	-3%

Part of the list above in a different format:
O=C(O)c1ccc(NC(=S)NC2CCCCC2)cc1
  TexasRed fluor = -4%	GAA glycogen mod = -5%	RECQ1 helicase = -11%	aGlu spleen mod = 3%	GoLoco inh red = 4%	L3MBTL1 block = 9%	TRb-SRC2 inh = 6%	GAA inh = -8%
CC(=O)c1cnc2ncnn2c1C
  TexasRed fluor = -1%	GAA glycogen mod = 2%	RECQ1 helicase = -2%	aGlu spleen mod = -1%	GoLoco inh red = -1%	L3MBTL1 block = 2%	TRb-SRC2 inh = 0%	GAA inh = -21%
COP(=O)(OC)C(Nc1ccc([N+](=O)[O-])cc1)c1ccccc1 (stereo not drawn)
  TexasRed fluor = 0%	GAA glycogen mod = 4%	RECQ1 helicase = -2%	aGlu spleen mod = 1%	GoLoco inh red = 2%	L3MBTL1 block = 5%	TRb-SRC2 inh = 10%	GAA inh = x

Record cards, from the list above.
Shown for Cc1oc(-c2ccc(Cl)cc2)nc1CS(=O)CC(=O)NCCN1CCCC1 (stereo not drawn) = TexasRed fluor: -8%; GAA glycogen mod: u; RECQ1 helicase: -8%; aGlu spleen mod: -15%; GoLoco inh red: 9%; L3MBTL1 block: x; TRb-SRC2 inh: -1%; GAA inh: u
Shown for Cc1ccc(NC(=O)CSc2nnc(CNC(=O)C34CC5CC(CC(C5)C3)C4)n2-c2ccc(F)cc2)cc1 = TexasRed fluor: 1%; GAA glycogen mod: 10%; RECQ1 helicase: -3%; aGlu spleen mod: -21%; GoLoco inh red: 1%; L3MBTL1 block: 3%; TRb-SRC2 inh: -11%; GAA inh: 1%

The listing continues:
SMILES	TexasRed fluor	GAA glycogen mod	RECQ1 helicase	aGlu spleen mod	GoLoco inh red	L3MBTL1 block	TRb-SRC2 inh	GAA inh
COc1ccc(CC2(C)OC(c3ccc(Cl)cc3)=NN2C(C)=O)cc1 (stereo not drawn)	-2%	-2%	-7%	0%	19%	4%	3%	-5%
Cc1csc(CNc2ncnc3ccc(-c4c(C)noc4C)cc23)c1	-1%	x	i	4%	x	x	-1%	x
CCOC(=O)c1ccc(COC(=O)c2ccc3c(c2)-c2ccccc2C3=O)cc1	-2%	3%	-1%	3%	9%	0%	0%	-3%
CC(CN1CCNCC1)(NS(=O)(=O)c1ccccc1)c1ccccc1 (stereo not drawn)	0%	-2%	-4%	-1%	-12%	x	4%	-1%
Cc1ccc(/C=N/Nc2ncc(Cl)cc2Cl)s1	-2%	u	-7%	-10%	-6%	x	9%	-5%
CCN(CC)CC(=O)NN=C(c1ccccc1)c1ccccc1	2%	-18%	-11%	-3%	7%	-4%	-6%	-1%
CCn1nc(C)c(CNC(=O)CC2C(=O)NCCN2Cc2ccc(C)o2)c1C (stereo not drawn)	1%	0%	i	7%	8%	23%	4%	9%
CCC1(c2ccccc2)C(=O)NCNC1=O	-1%	3%	8%	-12%	-14%	3%	-1%	2%[15.4 µM]
COc1ccc(OC)c(-c2nnc3n2N=C(c2ccccc2OC)CS3)c1	0%	x	-10%	3%	x	x	-6%	x
COc1ccccc1CN1C(=O)c2cccc3cccc(c23)C1=O	0%	-1%	25µM*	1%	3%	-2%	10%	u
O=C(CNS(=O)(=O)c1ccc(C(=O)N2CCOCC2)cc1)N1CCOCC1	2%	-7%	-4%	-8%	5%	2%	6%	-9%
Cc1nn(CCCC(=O)Nc2cccnc2Cl)c(C)c1[N+](=O)[O-]	1%	1%	-1%	0%	-7%	x	3%	4%
CCNC(=S)N/N=C/c1ccc(OCC(=O)Nc2ccc(C)cc2)cc1	0%	11%	i	-9%	9%	x	-7%	0%
Oc1ccc(Br)cc1/C=N/N1CCCCC1	2%	1%	-4%	-10%	11%	-3%	7%	1%
CC(C)(C)NC(=O)NC(=O)COC(=O)c1ccc(OC(F)F)cc1	0%	-4%	i	-7%	7%	0%	-2%	-3%
CC1CCN(C(=O)COC(=O)c2ccc(Br)o2)CC1	-4%	7%	-17%	-1%	-7%	x	-5%	-10%
COc1ccc(CC(=O)c2c(O)cc(O)cc2O)cc1OC	-5%	u	-21%	-9%	110%	x	-3%	-7%[15.4 µM]
COc1ccc(CNS(=O)(=O)c2cc(OCC(N)=O)c(C)cc2Cl)cc1	2%	4%	-11%	1%	5%	5%	-1%	-4%
C=C[C@@]1(C)CC(=O)[C@]2(O)[C@@]3(C)[C@H](O)CCC(C)(C)[C@@H]3[C@H](O)[C@H](OC(C)=O)[C@@]2(C)O1	-5%	x	-14%	-9%	x	x	2%	x
CCCN1C2CCCC1CC(NC(=S)Nc1cccc(C)c1)C2 (stereo not drawn)	0%	2%	-3%	1%	2%	1%	-11%	-10%
O=C1CCCN1CCCNC(=S)Nc1ccc(Nc2ccccc2)cc1	-3%	u	i	-2%	2%	-23%	7%	0%
CCn1c(SCC(=O)Nc2ccc(C)cc2)nc(O)cc1=O	-5%	-1%	-10%	-1%	26%	x	-2%	x

A draw from above in order of length of the SMILES, low to high.
SMILES	TexasRed fluor	GAA glycogen mod	RECQ1 helicase	aGlu spleen mod	GoLoco inh red	L3MBTL1 block	TRb-SRC2 inh	GAA inh
CC1CCN(C(=O)COC(=O)c2ccc(Br)o2)CC1	-4%	7%	-17%	-1%	-7%	x	-5%	-10%
COc1ccc(CC2(C)OC(c3ccc(Cl)cc3)=NN2C(C)=O)cc1 (stereo not drawn)	-2%	-2%	-7%	0%	19%	4%	3%	-5%
C=C[C@@]1(C)CC(=O)[C@]2(O)[C@@]3(C)[C@H](O)CCC(C)(C)[C@@H]3[C@H](O)[C@H](OC(C)=O)[C@@]2(C)O1	-5%	x	-14%	-9%	x	x	2%	x
